Assay outcomes from PubChem.
PLK1 PBD block: blocks phosphopeptide binding to human PLK1 polo-box domain; P53350; Plk1 PBD binding of FITC phosphopeptide, fluorescence polarization; Potency, µM, for inactives: max response, negative = inhibition, actives largely listed as inhibitors; hit rate 2.8% among 360,000; AID 720504; further: potency means the concentration at half of the fitted maximal effect; series mostly up to about 57 µM; on the % scale 0 is the no-effect control and ±100 the full control effect; nearly all actives have a fitted effect of over 65% in size
Target sequence (P53350 whole entry, looked up, the tested form may be a part): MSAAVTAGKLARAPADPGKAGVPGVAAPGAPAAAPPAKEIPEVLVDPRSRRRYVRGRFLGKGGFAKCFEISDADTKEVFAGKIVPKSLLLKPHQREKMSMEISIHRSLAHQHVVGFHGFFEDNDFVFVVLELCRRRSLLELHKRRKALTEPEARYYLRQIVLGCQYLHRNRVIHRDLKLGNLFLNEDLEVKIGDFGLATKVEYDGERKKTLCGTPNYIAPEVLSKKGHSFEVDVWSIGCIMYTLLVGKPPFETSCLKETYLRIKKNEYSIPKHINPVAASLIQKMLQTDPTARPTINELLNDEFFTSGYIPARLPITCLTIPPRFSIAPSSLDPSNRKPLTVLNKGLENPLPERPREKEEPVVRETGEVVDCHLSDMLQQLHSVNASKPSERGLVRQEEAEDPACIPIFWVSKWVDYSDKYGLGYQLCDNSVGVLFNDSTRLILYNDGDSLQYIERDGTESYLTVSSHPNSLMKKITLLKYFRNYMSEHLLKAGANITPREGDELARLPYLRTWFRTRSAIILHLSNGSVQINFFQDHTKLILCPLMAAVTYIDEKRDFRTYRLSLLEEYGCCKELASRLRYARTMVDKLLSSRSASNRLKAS
PI5P4K alpha inh: blocks human PI5P4K alpha kinase activity; P48426; PI5P4Kalpha enzyme, ADP-Glo luminescence, 60 min; active compounds read low; hit rate 1.2% among 330,000; AID 652105; max response, %; active means max response of -50% or lower; inconclusive means between -30% and -50%; inactive means -30% or higher; further: value at the top dose of about 77 µM; on the % scale 0 is the no-effect control and ±100 the full control effect
Target sequence (P48426 whole entry, looked up): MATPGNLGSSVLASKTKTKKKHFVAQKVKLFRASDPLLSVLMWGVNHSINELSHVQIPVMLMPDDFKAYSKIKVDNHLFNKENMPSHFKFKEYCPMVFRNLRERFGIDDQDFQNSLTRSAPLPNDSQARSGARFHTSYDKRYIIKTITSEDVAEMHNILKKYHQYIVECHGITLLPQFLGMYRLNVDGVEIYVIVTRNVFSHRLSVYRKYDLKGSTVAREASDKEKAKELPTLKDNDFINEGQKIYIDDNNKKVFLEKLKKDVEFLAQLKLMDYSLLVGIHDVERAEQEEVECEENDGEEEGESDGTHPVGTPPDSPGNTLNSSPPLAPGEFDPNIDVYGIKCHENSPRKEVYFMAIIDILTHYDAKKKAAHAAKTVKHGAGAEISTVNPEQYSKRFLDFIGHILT
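Human PI5P4Kalpha with substrate in 0.038 M HEPES pH 7.4, 0.28 mM EGTA, 0.1% CHAPS, 5% DMSO; reaction started with 5 microM ATP (final), 60 min at room temperature. ADP formed read by ADP-Glo luminescence.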
FUS suppressor: rescues growth of FUS-expressing yeast. S. cerevisiae FUS-expressing, growth rescue, OD600, 24 h. Potency, µM (top dose mostly 76.6 µM), for the others: top-dose growth rescue (activation), hits mostly activators. hit rate 0.24% among 390,000. AID 1347120;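 further: potency means the concentration at half of the fitted maximal effect; plate controls were DMSO vehicle for no effect and reference control for full effect; nearly all actives have a fitted effect of over 55% in size; some results filed as inactive show a strong effect at the top dose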
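Yeast expressing FUS under galactose induction, OD 0.005 in 2% galactose medium; compounds in a dilution series, 24 h at 30C. Growth rescue by absorbance at 600 nm; CP55940 positive control, DMSO negative.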
EPAC1 antag: EPAC1 (human) antagonism; EPAC1 GEF assay, Rap1b-BODIPY-GDP exchange fluorescence; Potency, µM (doses to about 115 µM), for the others: at the highest dose activity change, negative = inhibition, hits mostly inhibitors; hit rate 0.14% among 360,000;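 further: potency means the concentration at half of the fitted maximal effect; plate controls were vehicle for no effect and positive control for full effect; nearly all actives have a fitted effect of over 50% in size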
WRN inhibitor: inhibitors of human WRN helicase; Q14191; WRN helicase unwinding, fluorescent forked duplex, kinetic; Potency, µM (doses to about 114 µM), for the others: at the top dose activity change, negative = inhibition, hits mostly inhibitors; hit rate 0.46% among 360,000; further: potency means the concentration at half of the fitted maximal effect; on the % scale 0 is the no-effect control and ±100 the full control effect; nearly all actives have a fitted effect of over 55% in size
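Fluorescence dequenching readout, ex 525 nm/em 598 nm, kinetic mode: forked duplex DNA (100 nM final) with adjacent fluorophore and quencher unwound by WRN (20 nM final) with 2 mM ATP. Compound preincubation 15 min, room temperature.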
aSyn rescue: inhibitors of alpha-synuclein toxicity in yeast. Yeast expressing alpha-synuclein, growth rescue, BacTiter-Glo, 24 h. Potency, µM (top dose mostly 46.1 µM), inactives show top-dose growth rescue (activation), hits mostly activators. hit rate 0.14% among 370,000. AID 652106; further: potency means the concentration at half of the fitted maximal effect; % of control where 0% means no effect; nearly all actives have a fitted effect of over 65% in size
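Rescue of yeast growth: cells expressing toxic alpha-synuclein, induced in galactose at OD600 0.02, incubated with compound 24 h at 30 C. ATP luminescence quantified growth; inhibitors of toxicity appear as activators.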
Abeta yeast res: A-beta toxicity reversal in yeast | yeast expressing A-beta42, growth rescue, OD600, 48 h; response scale: 0% DMSO, 100% iron-clioquinol control | hit rate 0.063% among 410,000 | Potency, µM (titrated, usually from 46.1 µM), inactives show top-dose growth rescue, actives largely listed as activators | AID 1347071; further: potency means the concentration at half of the fitted maximal effect; nearly all actives have a fitted effect of over 55% in size
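Yeast A-beta toxicity model in growth medium with pinned compounds, 48 h at 30 C; growth read as absorbance at 600 nm. Normalized to FeCl3/clioquinol equimolar mix (positive) and DMSO (negative).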
IL-2 act: activates IL-2 in a cell-based reporter assay; IL-2 activation reporter assay, cell-based qHTS; stimulated with anti-CD3/CD4/CD28 beads; in transgenic mouse T cells; activation, % (series mostly up to about 46 µM); hit rate 0.065% among 360,000; AID 652025; in the data active means activation above about 50%; inconclusive means mostly about 30% to 49%; further: 0% is about no effect
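Unstimulated transgenic mouse T cells; 60-min compound exposure; bead-based TCR/CD4/CD28 stimulation; 18 h culture, 37 degrees C; dual fluorescence (EGFP, DsRed) plate cytometry.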
EPAC1 agonist: EPAC1 (human) agonism; O95398; EPAC1 agonist qHTS, biochemical assay; response scale: 100% = response to 6.5 mM cAMP; Potency, µM (series often up to 154 µM), for the others: at the top dose activation, actives largely listed as activators; hit rate 0.073% among 360,000; AID 720707; further: potency means the concentration at half of the fitted maximal effect; nearly all actives have a fitted effect of over 60% in size
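Compounds were pinned as a concentration titration into mixtures of EPAC1 (100 nM), BODIPY-GDP-loaded Rap1B (250 nM) and GDP (50 uM). After 5 min at room temperature, fluorescence was followed for 30 min; activity was scaled to 6.5 mM cAMP.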
* marks the source's active call; other numbers are inactive results; ? = inconclusive; · = not tested or not shown; & = joins results of further samples; [ ] = another dose, or the depositor's remark. Unless noted, the call rests on the fitted dose curve; in most records, active means well fitted curve in the direction sought with a large enough effect; inconclusive means small, poorly fitted or top-dose-only effect, or another doubt; inactive means no such curve, though single readings can be large; an effect the other way counts as inactive or inconclusive.

SMILES | PLK1 PBD block | PI5P4K alpha inh | FUS suppressor | EPAC1 antag | WRN inhibitor | aSyn rescue | Abeta yeast res | IL-2 act | EPAC1 agonist
O=C(NC(=S)Nc1ccccc1N1CCOCC1)c1ccc(-c2ccccc2F)o1 | -1% | -4 | 1% | 9% | -8% | ? | 8% | -0.5 | -1%
CC1=Nc2cc(C(=O)N3CCCC3)ccc2Sc2ccc(C)cc21 | -2% | 1 | 12% | -20% | 0% | 2% | 18% | -0.3 | 6%
CC(=O)c1cc2c(cc1NC(=O)C1CC=CCC1C(=O)O)OCO2 (stereo not given) | -5% | 0 | 15% | -7% | 1% | 5% | 8% | -1.1 | 6%
CC(=O)Nc1ccccc1/C=C/c1ccc2c(C)cc(C)c(O)c2n1 | -5% | -5 | -13% | -4% | -25%[57.1 µM] | -22% | -31% | -2.1 | -9%
CCN(CC(=O)NCc1cccs1)C(=O)c1ccc(S(=O)(=O)N(CC)c2ccccc2)cc1 | -3% | 0 | ? | 17% | 4% | -2%[1.84 µM] | 12% | 1.7 | 3%
CC1(C)CC(=O)C2=C(C1)NC1=C(C(=O)c3ccccc31)C2c1cc([N+](=O)[O-])ccc1O (stereo not given) | -12% | -9 | 39% | -11% | -16% | 6% | 20% | 0.5 | 3%
Cc1cc(C)n(CC(=O)n2c(C)c(C)c3ccccc32)n1 | -7% | 0 | 2% | -2% | -2% | -14% | -6% | 0.2 | 5%
Oc1cc(CNC2CCCCC2)c(O)cc1CNC1CCCCC1 | 5.3µM* | -53* | ? | -30% | -13% | -5% | -8% | -0.2 | -25%
COc1ccc(NC(=O)c2ccco2)cc1NC(=O)c1cccc(OC(C)C)c1 | -1% | -2 | 18% | -11% | -9% | 1% | -6% | 0.5 | 14%
COc1ccc(C2c3c(ccc4ccccc34)Oc3ncn4nc(CO/N=C/c5ccccc5)nc4c32)cc1 (stereo not given) | 7% | 1 | -14% | 1% | -1% | 3% | -5% | -2.2 | 6%
Cc1ccc(-n2nc(C)c3c2OC(N)=C(C#N)C3c2cccs2)cc1 (stereo not given) | 0% | 1 | 3% | 1% | 7% | 7% | 1% | -1.5 | -7%
COc1ccc(COC(=O)c2ccc(S(=O)(=O)N3CCCCC3)cc2)cc1OC | 3% | 2 | · | 4% | 10% | -10% | -7% | -1.5 | 0%
CN1C(=O)c2ccc(S(=O)(=O)c3ccc(C(=O)O)cc3)cc2C1=O | 2% | · | -8% | -4% | -15% | -5% | 1% | 1.7 | 1%
O=C(N/N=C/c1cc([N+](=O)[O-])ccc1O)c1cc(-c2ccccc2)nc2ccccc12 | -3% | -20 | -18% | -5% | -26%[57.1 µM] | ? | 22% | -0.5 | -6%
CCCCC(CC)COC(=O)C(C#N)=C(c1ccccc1)c1ccccc1 (stereo not given) | -7% | 6 | -26% | -18% | -7% | -6% | -25% | -0.3 | -21%
O=C(Cn1cc([N+](=O)[O-])ccc1=O)N1CCCc2ccccc21 | -4% | -11 | -4% | -3% | -13% | 0% | 15% | -0.8 | -54%[inhibitor]
COc1ccc(/C=C/C(=O)NCC(=O)N/N=C/c2cccnc2)cc1 | -15% | -3 | 26% | -2% | -3% | 1% | -7% | 1.3 | 13%
Cc1cc(N2CCC(C)CC2)nc(-c2ccccc2O)n1 | -2% | 20 | -13% | -8% | -6% | 6% | 5% | -4.3 | 2%
CCC(CO)Oc1cc(NC(=O)c2ccccc2Cl)c2ncn(C(C)C)c2c1 (stereo not given) | 6% | -10 | -18% | -17% | -11% | 4% | -8% | -0.1 | -8%
COC(C(=O)Nc1ccnn1C1CCN(Cc2ccccn2)CC1)c1ccccc1 (stereo not given) | -9% | -5 | 15% | 7% | -24% | -1% | 17% | 0.8 | 7%
CC(C)OC(=O)CN1C(=O)c2ccccc2C1=O | -9% | 2 | 21% | -9% | -6% | -1% | 11% | -0.2 | -5%
C/C(=N\NC(=O)c1nnn(-c2nonc2N)c1-c1ccccc1)c1cccnc1 | 4% | 6 | 19% | 3% | 6% | 0% | 11% | -0.4 | 10%
O=C(NC1CCCC1)C(c1ccccn1)N(Cc1ccccc1F)C(=O)c1csnn1 (stereo not given) | -12% | 0 | -16% | -10% | 6%[57.1 µM] | -1% | 3% | -0.1 | -1%
COc1ccccc1/C=C/CN1CCCC(CCC(=O)NCc2ccccc2F)C1 (stereo not given) | 9% | -1 | 2% | -2% | -1% | 0% | 5% | -2.1 | 0%

An excerpt from above, limited to FUS suppressor, IL-2 act and Abeta yeast res:
| Molecule | FUS suppressor | IL-2 act | Abeta yeast res |
| --- | --- | --- | --- |
| COc1ccc(/C=C/C(=O)NCC(=O)N/N=C/c2cccnc2)cc1 | 26% | 1.3 | -7% |
| COc1ccccc1/C=C/CN1CCCC(CCC(=O)NCc2ccccc2F)C1 (stereo not given) | 2% | -2.1 | 5% |
| CCCCC(CC)COC(=O)C(C#N)=C(c1ccccc1)c1ccccc1 (stereo not given) | -26% | -0.3 | -25% |

Next results follow:
SMILES | PLK1 PBD block | PI5P4K alpha inh | FUS suppressor | EPAC1 antag | WRN inhibitor | aSyn rescue | Abeta yeast res | IL-2 act | EPAC1 agonist
CCOC(=O)c1nc(-c2ccccc2)sc1C(C)=O | -1% | -7 | 0% | 3% | -10% | 7% | 3% | -0.8 | 3%
Cc1cc(O)c(NC(=O)c2cc([N+](=O)[O-])ccc2Cl)cc1C | -6% | -2 | 35% | -26% | -10% | -3% | 23% | -2.6 | 5%
Cc1ccc(S(=O)(=O)NC(C(=O)OCC(=O)NC(=O)c2cccn2C)C(C)C)cc1 (stereo not given) | -1% | -3 | 23% | -5% | -13% | 0% | -3% | -3.2 | 3%
Cn1c(SCC(=O)NC2CC2)nnc1-c1ccccn1 | -22% | 1 | 25% | 10% | -2% | -6% | 8% | -5.7 | 7%
Cc1cc(C)nc(Sc2ccc([N+](=O)[O-])cc2[N+](=O)[O-])n1 | -5% | 47 | · | -1% | -28% | -5% | -14% | 1.3 | -7%
O=C(CNS(=O)(=O)Cc1ccccc1)NNc1ccccc1 | -3% | -7 | -8% | 2% | -3% | 5% | 4% | 0.0 | 3%
CN(CCC#N)C(=O)CSc1nnc(-c2ccco2)n1N | 2% | -2 | -9% | -9% | 6% | 0% | 0% | -1.6 | -8%
Fc1ccc(NC(=S)N2CCn3cccc3C2c2cccnc2)cc1 (stereo not given) | -9% | -2 | 23% | 8% | 5% | -4% | 14% | 1.7 | 1%
CN1CCN(C(=O)C2CCCN(S(=O)(=O)c3ccc(Br)cc3)C2)CC1 (stereo not given) | -6% | -2 | 9% | -10% | -21% | -7% | 10% | 0.3 | 6%
COc1ccc(-c2cccc(C(=O)Nc3ccccc3C)c2)cc1 | -5% | 3 | · | -6% | -2% | -4% | 4% | -0.1 | -5%
CCOc1cc(Cl)c(CNCCCN2CCOCC2)cc1OC | -8% | 9 | 0% | ? | -3% | -2% | -6% | -0.2 | 7%
CN(C)CCN1CCN(C2CN(C3CCCC3)S(=O)(=O)C2)CC1 (stereo not given) | 3% | 3 | -23% | 8% | 3% | -6% | -19% | 1.2 | 1%
Cc1ccc(S(=O)(=O)ON2C(=O)c3ccccc3C2=O)c(C)c1 | 7.5µM* | -25 | 13% | -12% | 45µM* | 11% | -15% | -5.7 | -8%
Cc1ccc(Nc2nc(CSc3nnnn3-c3ccccc3)cs2)cc1 | -6% | 3 | -1% | -6% | -9% | -8% | -10% | -1.8 | 8%
Cn1c(=O)c2ncn(CC(=O)NCCOc3ccccc3)c2n(C)c1=O | 0% | · | 12% | 4% | 4% | -14% | 6% | -3.3 | -5%
O=C(CC1C(=O)N(c2ccc(Cl)cc2)C(=S)N1CCc1ccncc1)Nc1ccc(F)cc1 (stereo not given) | -14% | · | 53% | 7% | -23% | 0% | -13% | -2.0 | 13%
Cc1nccn1CC(O)Cn1c2ccccc2c2ccccc21 (stereo not given) | -7% | 0 | 5% | 1% | -2% | -13% | -12% | 0.5 | 8%
COc1ccc(-c2nc(-c3cccnc3)no2)cc1 | -8% | -6 | -16% | ? | 14% | -2%&0% | -19% | 0.0 | 5%
CCCCOc1ccccc1NC(=O)CC1SC(=NCC)N(CC)C1=O (stereo not given) | 0% | -1 | 13% | -4% | 3% | 1% | 11% | -0.5 | -4%
O=C(CN1C(=O)NC2(CCCC2)C1=O)NCc1ccco1 | 2% | -1 | · | 2% | 1% | -18% | 14% | -0.5 | -3%
O=C(C1CC1)N1CCN=C1SCc1cccc(F)c1 | 2% | -1 | -9% | ? | 4% | -5% | -11% | -1.3 | -19%
COc1cc2c(c(OC)c1OC)C(c1ccc(O)cc1)CC(=O)O2 (stereo not given) | 0% | -1 | -15% | 9% | 3% | 6% | 2% | 0.1 | -24%
CC(=O)NC1C(Oc2ccccc2C)OC2COC(c3ccco3)OC2C1O (stereo not given) | -1% | 1 | 24% | -5% | -3% | 2% | -12% | -4.4 | -3%
CCN(CC)CCCN(Cc1cc2cc(OC)ccc2[nH]c1=O)C(=O)Nc1ccc(F)cc1 | -3% | 4 | -9% | -10% | 0% | -1% | 0% | -0.8 | 1%
CCOCCCNc1nc2c(C)cccn2c(=O)c1/C=C1\SC(=S)N(C(C)CC)C1=O (stereo not given) | -26% | 8 | 2% | 23% | ? | 4% | 6% | 18 | 18%
CC1CC(C)CN(CCCNC(=O)c2ccc(CS(=O)(=O)Cc3ccccc3F)o2)C1 (stereo not given) | -1% | 1 | 13% | 2% | -1% | -4% | 0% | -0.1 | 0%
